Source: PubChem BioAssay
V-ATPase pHluor: regulators of yeast V-ATPase proton pumping, primary screen, pHLuorin cytosolic pH fluorescence; hit rate 0.37% among 350,000; S. cerevisiae; response, % at 10 µM; in the data active = response mostly above about 7.3%, no sharp cut-off; inactive = mostly below about 5.4%; note: actives read high; inactives centre near 0; some compounds called inactive have numbers as strong as hits
DAGLB inh: DAGLB lipase inhibitors, primary screen, biochemical, fluorescence, HTS. Diacylglycerol lipase-beta (Homo sapiens), Q8NCG7. inhibition, % at 5.17 µM. AID 504411, 2011. hit rate 0.059% among 340,000. HEK293T DAGLB membrane lysate, EnzChek fluorogenic substrate; in the data active = inhibition above about 34%;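 note: 0% = enzyme with vehicle and 100% = wells lacking enzyme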
Cardiac RTF inh: cardiac RTF calcium sensitivity inhibitors, primary screen, biochemical, IANBD-TnC fluorescence, EC70 calcium; IANBD-labeled cardiac RTF, Ca2+ fluorescence; inhibition, % at 7.15 µM; hit rate 0.12% among 340,000;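 active = inhibition above the mean inhibition of all tested compounds plus 3 SD, cut at about 17% in these data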;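 note: assay run at fixed EC70 calcium of 1.6 mM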
C-LANA FP: inhibitors of KSHV C-LANA binding to DNA, primary screen, biochemical, fluorescence polarization, FAM-LBS DNA, MBP-C-LANA, single point; Kaposi's sarcoma herpesvirus LANA C-terminal domain (residues 932-1162) DNA binding; inhibition, % at 9 µM; hit rate 0.078% among 340,000; AID 504423, 2011;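 active = highest replicate inhibition at or above 60% at 9 µM, even if other replicates fall short; inactive = all replicates below 60% inhibition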;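 note: 0% = neutral control wells and 100% = 4 µM acridine orange control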
DSG3 Ab inh: inhibitors of pemphigus antibody binding to DSG3, primary screen, biochemical, bead-based, flow cytometry, scFv-GFP; DSG3-coupled beads, scFv-anti-DSG3-GFP binding; active compounds read low; hit rate 0.48% among 310,000; binding (percent of control), % at 10 µM; Desmoglein-3 (Homo sapiens), P32926; AID 588358, 2011;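 active = binding more than 3 SD below its plate's average and above zero; inconclusive = below that plate limit but binding exactly zero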;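 note: hits lower antibody fragment binding to DSG3; some compounds called inactive have numbers as strong as hits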
Arrestin-AP2 inh: inhibitors of beta-arrestin/AP2 binding, primary screen, biochemical, GPCR trafficking, flow cytometry; inhibition, % at 10 µM; hit rate 0.31% among 340,000; FITC-arrestin peptide / GST-AP2 beads; AP2 beta2 appendage carries R879A mutation; beta-arrestin 1 C-terminal peptide binding to AP2 beta2-adaptin appendage (human); AID 504490, 2011;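 active = inhibition above a set limit, near 3 SD of compounds lacking own fluorescence, cut at about 54% in these data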;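 note: plate controls were DMSO wells for no effect and 5 µM unlabelled arrestin peptide for full effect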
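system = GST-tagged AP2 beta2-adaptin appendage (R879A) on 4 µm glutathione beads | reagent = FITC-labelled arrestin peptide probe, 50 nM final | schedule = compound with beads 12 min RT, then probe 1 h RT | signal = HyperCyt-sampled flow cytometry, FL1 channel, ex 488/em 535 nm | read-out = percent response from loss of bead-bound FITC fluorescence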
NSD2 HMT inh: NSD2 histone methyltransferase inhibitors, primary screen, biochemical, AlphaScreen, single concentration, set 2; hit rate 0.54% among 310,000; NSD2 peptide methylation, 120 min; inhibition, % at 12.5 µM; Histone-lysine N-methyltransferase NSD2 (Homo sapiens), O96028; in the data active = inhibition above about 50%
CAL PDZ FP-1: untagged CAL PDZ binding inhibitors, primary screen, biochemical, fluorescence polarization, HTS | Golgi-associated PDZ and coiled-coil motif-containing protein (Homo sapiens), Q9HD26 | hit rate 0.92% among 300,000 | inhibition, % at 24.9 µM | purified CAL PDZ, TMR-peptide fluorescence polarization, 1 h | AID 602252, 2012;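 active = mean inhibition of at least 30% with at least half of replicates also reaching 30%; inconclusive = no clear call, values can overlap the other calls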;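 note: 0% = DMSO neutral control and 100% = excess unlabeled competitor peptide PRC23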
Keap1 Nrf2 FP: Keap1-Nrf2 protein-protein interaction inhibitors, primary screen, biochemical, fluorescence polarization, single point; inhibition, % at 9.4 µM; hit rate 0.15% among 340,000; AID 504523, 2011; Kelch-like ECH-associated protein 1 (Homo sapiens), Q14145; Keap1 Kelch-Nrf2 peptide fluorescence polarization, 1536-well; in the data active = inhibition above about 12%; inconclusive = no clear call, values can overlap the other calls; inactive = below about 7.3%;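 note: human Keap1 Kelch domain with fluorescein labeled Nrf2 9mer peptide probe; 0% = neutral control wells and 100% = peptide positive control; higher means more block of Keap1 binding to Nrf2 peptide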
Target sequence (Q14145 whole entry, looked up, the tested form may be a part): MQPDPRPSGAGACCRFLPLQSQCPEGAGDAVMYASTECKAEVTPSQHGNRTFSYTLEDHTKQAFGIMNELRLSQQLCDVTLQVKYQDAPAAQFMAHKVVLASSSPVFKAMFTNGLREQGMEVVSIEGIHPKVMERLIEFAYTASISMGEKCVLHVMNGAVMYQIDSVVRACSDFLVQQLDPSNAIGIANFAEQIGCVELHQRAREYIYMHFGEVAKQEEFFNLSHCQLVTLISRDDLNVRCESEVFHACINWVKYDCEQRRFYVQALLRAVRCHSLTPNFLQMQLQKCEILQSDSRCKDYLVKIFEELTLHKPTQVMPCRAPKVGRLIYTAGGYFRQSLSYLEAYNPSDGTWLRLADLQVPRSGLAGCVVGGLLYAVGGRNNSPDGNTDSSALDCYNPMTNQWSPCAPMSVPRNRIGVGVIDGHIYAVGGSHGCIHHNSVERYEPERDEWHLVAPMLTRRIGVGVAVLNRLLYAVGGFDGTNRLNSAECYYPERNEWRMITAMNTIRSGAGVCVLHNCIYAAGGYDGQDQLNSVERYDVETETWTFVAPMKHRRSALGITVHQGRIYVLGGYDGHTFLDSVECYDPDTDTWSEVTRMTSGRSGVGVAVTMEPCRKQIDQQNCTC
CAL PDZ FP-2: CAL PDZ peptide-binding inhibitors, primary screen, biochemical, fluorescence polarization, Cer-tagged CAL PDZ, HTS; hit rate 0.02% among 330,000; purified CAL PDZ, TMR-peptide fluorescence polarization, 1 h; AID 504414, 2011; inhibition, % at 20 µM; Golgi-associated PDZ and coiled-coil motif-containing protein (Homo sapiens), Q9HD26;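 active = highest replicate inhibition of at least 40%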;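 note: plate controls were DMSO neutral control wells for no effect and unlabeled competitor peptide control wells for full effect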
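Test system: tagged CAL PDZ domain / Buffer or medium: sodium phosphate/NaCl buffer pH 7.4 with TCEP, IgG, Thesit / Reagent: TMR-labelled reporter peptide T*-PRC34 bound in PDZ groove / Compound dosing: single point, 20 µM / Schedule: 1 h incubation at room temperature before polarization reading / Technique: fluorescence polarization (mP) / Benchmarks: unlabelled peptide, DMSO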
Active calls of the source: *; i = inactive; ? = inconclusive; . = not tested or not shown. Some of the compounds tested; rates above refer to the full screens.

structure	DSG3 Ab inh	Arrestin-AP2 inh	V-ATPase pHluor	CAL PDZ FP-1	CAL PDZ FP-2	Keap1 Nrf2 FP	NSD2 HMT inh	C-LANA FP	DAGLB inh	Cardiac RTF inh
CC1(c2ccccc2)NC(=O)N(CC(=O)Nc2ccc(Cl)c(S(=O)(=O)N3CCCCC3)c2)C1=O (stereo not given)	99	-10	-3	-5	-2.4	-1	-1	-1.0	2	2
CCN1C(=O)[C@@H]2C(C(=O)c3cnccn3)=NN[C@@H]2C1=O	100	-7	4	-1	1.6	-1	0	4.3	0	5
CCOCCCNC(=O)C(NC(=O)Cc1cccs1)c1ccccc1 (stereo not given)	94	-18	-1	4	-0.9	0	-3	-1.4	1	-13
NC(=O)c1c(NC(=O)CSc2nnc(-c3ccco3)n2-c2ccccc2)sc2c1CCC2	.	17	-4	0	-0.8	3	.	-0.4	-2	-2
Cc1ccc(S(=O)(=O)NCc2cccc([N+](=O)[O-])c2)cc1	107	.	2	.	.	.	2	.	-2	.
CCCNC(=O)c1onc(CSc2nc3ccccc3[nH]2)c1C(=O)NCCC	101	-2	4	-2	-0.2	-7	.	-0.7	-2	-13
O=S1(=O)CCOCCCN1Cc1ccccc1F	106	0	6	1	0.7	-4	.	1.0	1	-7
CCOC(=O)Cc1nc2ccccc2n(CC#N)c1=O	102	1	1	76*	0.4	-7	-1	7.8	1	-10
O=C(NC1CCCC1)c1cc(S(=O)(=O)N2CCCC2)ccc1Cl	104	9	2	-1	-2.0	-1	-2	0.0	-4	0
CNC(=O)CCc1ccc(OC)cc1	.	21	-3	2	1.1	-2	-1	0.5	-2	7
CCN1CCN(c2cc(=O)n(Cc3ccc(F)cc3)c(=O)[nH]2)CC1	101	4	-6	-1	-1.4	-9	11	1.0	-1	-7
Cc1csc(=O)n1CCC(=O)OCc1nnc(-c2ccccc2)o1	100	-4	0	-2	-0.9	-3	-2	-0.3	3	-10
CCO/C=N/c1c(C#N)c(CC#N)nn1-c1ccccc1	100	-7	-1	0	-1.4	-3	-1	0.6	1	-13
CC(=O)Nc1ccc(N(C(=O)CNC(=O)c2cccs2)C(C(=O)NCC2CCCO2)c2ccccc2)cc1 (stereo not given)	127	-6	-4	-2	-1.6	-1	-4	-0.3	1	-19
CCOC(=O)C1=NN(c2ccc(C)cc2)CC1C(=O)OC (stereo not given)	87	-3	3	-1	-3.5	3	-4	-1.0	1	-30
CC(=O)c1cccc(NC(=O)c2ccc(N(C)S(=O)(=O)c3ccc(C)cc3)cc2)c1	90	32	2	.	0.8	1	-2	0.9	1	-7
COc1cccc(CN(C)C(=O)CCN(c2ccccc2)S(=O)(=O)c2ccc(C)cc2)c1OC	104	-6	3	6	-1.8	-1	-3	-0.7	-3	4
CC(=O)Oc1ccccc1C(=O)Oc1ccccc1C(=O)O	99	2	-5	1	0.9	-6	.	0.8	2	-15
Cc1onc(-c2ccccc2)c1C(=O)NCc1ccc(Cl)cc1	94	-1	-2	1	-1.0	-8	2	3.2	-2	-1
Cc1cc(C)nc(SCC(=O)Nc2nonc2N)n1	103	16	-2	-3	-1.4	-7	6	-0.7	-1	-5
COc1ccc(OC)c(-n2cnc3cc(C(=O)O)ccc32)c1	98	2	-3	-2	0.0	3	2	0.2	2	-11
COC(=O)Nc1ccc(S(=O)(=O)N2CCC(C(=O)N(C)C3CCCCC3)CC2)cc1	80	-11	-2	-5	-1.9	-1	1	-2.1	0	3
O=C(C1CCC(=O)N1Cc1cccnc1)N1CCN(c2ccc(F)cc2)CC1 (stereo not given)	103	-2	-1	.	-0.4	-3	.	2.0	-1	0
Cc1cc(C(c2ccc(O)cc2)c2cc(C)c(O)cc2C)c(C)cc1O	125	9	0	3	-1.3	-2	-1	2.7	2	2
O=C(O)c1ccccc1C(=O)Nc1ccc(Br)c2cccnc12	104	-16	-1	.	-0.5	-4	-1	-0.5	0	-2
Cc1cc(C(=O)Nc2cccnc2Cl)on1	103	1	-1	10	.	-1	.	-0.8	3	-12
C1CCN2C[C@@H]3C[C@@H](CN4CCCC[C@@H]34)[C@H]2C1	99	6	2	-2	-0.6	0	.	0.5	1	6
CC1=C(C(=O)OC(C)C)C(c2cccs2)N2C(=O)CCSC2=N1 (stereo not given)	.	12	3	-2	-1.7	-1	11	3.1	-1	-1
CC1CCN(C(=O)CSc2nnc(Cc3cccn3C)n2-c2ccc(F)cc2)CC1	104	-7	-2	.	-0.2	-6	.	-2.4	2	-4
COc1ccc(-c2coc3c(CN4CCOCC4)c(O)ccc3c2=O)cc1	101	3	7	-2	-1.0	3	6	0.5	3	-4
O=c1ccc(Cc2ccccn2)n[nH]1	105	-7	-1	3	-0.2	-1	1	-0.9	-1	-3
COC(=O)CCCn1c(C)cc(C(=O)CCl)c1C	126	2	1	-5	-2.2	-3	4	1.8	0	-7
Cc1ccc(CNC(=O)c2cc3c(s2)CN(Cc2ccccc2)C3)cc1	106	11	-1	-3	0.8	3	-5	0.0	-4	7
CCC(C)NCCOc1ccc(C)cc1[N+](=O)[O-] (stereo not given)	.	0	-2	-2	-0.5	1	10	0.0	-2	-3
CCCCC(=O)Nc1cccc(NC(=O)c2ccc3c(c2)OCO3)c1	102	34	-6	-4	-1.2	1	-2	0.1	-3	-4
O=C(NCCCc1ccccc1)c1ccccc1O	104	6	0	-3	-0.3	5	-6	0.4	-2	-6
Cn1nc(C(=O)NCC2COc3ccccc3O2)c2ccccc2c1=O (stereo not given)	.	-12	4	-3	-0.4	-3	-5	-0.8	-3	-5
COC(=O)CSc1nnc(CNc2nc(-c3ccccc3)cs2)n1C	109	-3	-4	?	-1.1	-2	-1	-1.4	1	-11
Cc1ccc(N2C(=O)N(CC(=O)N(C)Cc3ccccc3)C(=O)C2C)cc1 (stereo not given)	105	-10	-2	-1	-0.1	1	1	-0.4	-3	0
O=C(OCN1C(=O)c2ccccc2C1=O)c1cc(S(=O)(=O)N2CCOCC2)ccc1F	103	28	2	-2	-1.7	1	-1	-0.2	-1	-7
Cc1oc(-c2cccc(Cl)c2)nc1CN1CCC(C(=O)NCC2CCCO2)CC1 (stereo not given)	100	2	7	-4	-1.0	-5	.	2.1	2	2
C=CCNC(=O)c1cnn(-c2ccccc2)c1-c1ccccc1	105	35	2	4	-0.3	4	1	-2.9	0	-3
COc1ccccc1N=Cc1c(C)c(C#N)c2[nH]c3ccccc3n2c1=O	.	-15	-2	2	-1.1	0	2	-0.2	2	-13
CC(=O)c1ccc(-n2nnnc2SCC(=O)NNC(=O)c2ccco2)cc1	101	-2	1	-2	-1.5	-6	1	1.1	-1	5
CCc1ccccc1NC(=O)CSc1nc2[nH]c(=O)cc(O)c2s1	109	1	5	-2	-1.8	-5	.	1.6	-1	0
Cc1ccc(C)c(S(=O)(=O)C(C#N)c2nc3ccccc3nc2N2CCOCC2)c1 (stereo not given)	100	20	-2	-2	-0.7	0	-1	7.1	8	-4
CCOC(=O)c1sc(C)c2c1NC(C)(c1ccccc1)NC2=O (stereo not given)	.	12	-3	-1	-1.4	-6	7	1.4	0	-2
CCN(CC)c1ccc(/C=C/C(=O)c2ccc(Br)cc2)cc1	438	-26	1	-3	-2.5	-19	-6	2.0	-256	i
Cc1ccc(C(=O)OCC(=O)NC(=O)c2ccc(C(C)(C)C)cc2)c(O)c1	101	1	0	-2	-2.3	0	0	2.9	0	-9
Cc1cc(C(F)(F)F)n2nc(C(=O)O)c(Cl)c2n1	105	0	-2	-4	-0.7	1	1	0.6	-1	-3
COc1ccc(NC(=O)CSc2nc3c([nH]c4ccccc43)c(=O)n2C)c(OC)c1	49*	-1	-1	-3	0.4	1	-1	-0.3	-4	-8
COCCCn1c(SCC(=O)N2CCCC(C)C2)nnc1-c1ccco1 (stereo not given)	97	3	1	.	-0.5	-1	-4	-1.1	0	-4
COC1CCCCC1Nc1ccc(C)c(C)c1 (stereo not given)	101	23	-4	-4	-0.6	2	3	0.0	0	3
Cc1cccc(-n2c(O)c(C=Nc3ccccc3O)c3ccccc3c2=O)n1	100	11	-1	-1	-1.0	0	0	-0.6	4	-8
COCCOCCn1cnc2ccccc21	.	10	-2	1	-1.2	3	-9	-0.2	3	-3
Cc1ccc(C(=O)COC(=O)CN2C(=O)C3C4C=CC(C4)C3C2=O)cc1C (stereo not given)	.	23	3	.	-1.1	1	0	-0.6	4	-12
CCO[C@H]1OC(C(=O)O)=C[C@@H](C)[C@@H]1CCCO	100	-1	-1	-2	1.6	-5	.	-0.6	-2	-2
CCOC(=O)Cc1c(C)nc2c(-c3ccccc3)c(C)[nH]n2c1=O	102	-6	1	1	-2.4	-5	0	1.1	1	0
CCOC(=O)C1(Cc2ccccc2)CCN(Cc2ccc3c(c2)OCCO3)CC1	105	-17	0	3	-0.4	-7	-1	-1.5	1	-8
O=C1c2ccccc2C(Nc2ccc3c(c2)OCCO3)N1c1ccccn1 (stereo not given)	113	10	7	1	-0.5	-3	.	-1.4	1	-5
COc1ccccc1N(CC(=O)Nc1ccc(C(F)(F)F)cc1)S(C)(=O)=O	99	3	1	4	0.0	-2	-4	0.9	-3	-4
